DAX1 inh-1 = blocks DAX1 repression of SF-1 activated StAR promoter. inhibition, % at 6.8 µM. HEK293T StAR-luciferase reporter, SF-1/DAX-1 repression relief. 1.1% of 370,000 active. AID 652010;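 active = inhibition above the mean over all tested compounds plus 3 SD, cut at about 3.6% in these data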;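 note: 0% = DAX-1 cells with DMSO and 100% = cells lacking DAX-1 with DMSO; higher inhibition means more luminescence from relief of DAX-1 repression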
ADAM17 inh = ADAM17 inhibition, QFRET primary screen; recombinant ADAM17, EDANS/DABCYL FRET peptide cleavage; 0.83% of 370,000 active; inhibition, % at 6.95 µM; AID 720648; P78536;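 active = inhibition above the mean of compounds lying between control limits plus 3 SD, set per campaign, cut at about 8.5% in these data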;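 note: 0% = DMSO-only wells as the low control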
Target sequence (P78536 215-824 limits assumed): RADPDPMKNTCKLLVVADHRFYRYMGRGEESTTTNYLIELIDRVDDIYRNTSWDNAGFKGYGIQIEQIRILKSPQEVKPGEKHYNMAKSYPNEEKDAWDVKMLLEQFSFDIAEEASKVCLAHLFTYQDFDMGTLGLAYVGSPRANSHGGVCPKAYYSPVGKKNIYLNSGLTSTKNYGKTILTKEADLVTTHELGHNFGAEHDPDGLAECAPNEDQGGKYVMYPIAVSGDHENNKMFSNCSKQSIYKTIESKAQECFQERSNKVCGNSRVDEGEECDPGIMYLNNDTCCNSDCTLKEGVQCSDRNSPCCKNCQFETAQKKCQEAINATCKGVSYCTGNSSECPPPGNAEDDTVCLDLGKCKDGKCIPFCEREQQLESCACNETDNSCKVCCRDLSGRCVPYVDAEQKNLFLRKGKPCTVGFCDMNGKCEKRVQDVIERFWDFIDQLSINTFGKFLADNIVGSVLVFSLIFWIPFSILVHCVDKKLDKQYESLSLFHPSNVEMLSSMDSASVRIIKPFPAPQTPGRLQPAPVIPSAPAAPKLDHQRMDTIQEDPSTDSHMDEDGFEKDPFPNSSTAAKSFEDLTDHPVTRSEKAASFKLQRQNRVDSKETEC
PLC-beta3 inh = inhibitors of human phospholipase C beta3. Q01970. Purified PLC-beta3, fluorogenic substrate, fluorescence. inhibition, % at 12.2 µM. 0.18% of 370,000 active; in the data active = inhibition above about 11%;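 note: 0% = median of compound wells on plate and 100% = full blocker control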
HGIII-sPLA2 inh = Blocks human group III sPLA2 activity; AID 743126; 0.56% of 370,000 active; Q9NZ20; inhibition, % at 12.2 µM; QFRET BODIPY PC-A2 liposome hydrolysis, fluorescence;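 active = inhibition above mean plus 3 SD of compounds lying within the high and low control bounds, cut at about 19% in these data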;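 note: 0% = median of test compound wells and 100% = no enzyme DMSO wells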
DAX1 inh-2 = NR0B1 (DAX1) inhibition; HEK293 Gal4-DAX1 luciferase reporter, luminescence; inhibition, % at 6.75 µM; 0.99% of 340,000 active; AID 504766;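 active = inhibition above the mean over all tested compounds plus 3 SD, cut at about 4.2% in these data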;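 note: 0% = DAX1-transfected cells with DMSO and 100% = empty-vector control cells with DMSO; inhibition shows as a rise in luminescence from relieved DAX1 repression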
Target sequence (P51843 207-470 limits assumed): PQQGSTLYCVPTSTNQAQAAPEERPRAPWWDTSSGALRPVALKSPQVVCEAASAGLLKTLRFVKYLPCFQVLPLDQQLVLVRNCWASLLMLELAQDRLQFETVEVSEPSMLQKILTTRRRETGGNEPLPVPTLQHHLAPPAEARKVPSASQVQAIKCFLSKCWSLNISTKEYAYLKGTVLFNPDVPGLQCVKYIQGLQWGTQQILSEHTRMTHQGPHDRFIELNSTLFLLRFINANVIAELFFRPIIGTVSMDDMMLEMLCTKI
ssDAF-12 act = activates DAF-12 receptor from parasite S. stercoralis. activation, % at 6.8 µM. 1% of 370,000 active. HEK293 ssDAF-12/GRIP1 lit1-tk-luc reporter, luminescence; % of 3 µM dafachronic acid response;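 active = activation above the mean over all tested compounds plus 3 SD, cut at about 0.9% in these data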;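 note: 0% = DMSO-only wells and 100% = 3 µM delta7-dafachronic acid wells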
GAA850 FXN act = increases GAA850 frataxin promoter reporter activity; HEK293 lucGAA850 FXN promoter luciferase reporter, 24 h; percent of 10 µM SAHA response; activation, % at 6 µM; 0.56% of 360,000 active;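 active = activation above the average of all compounds screened plus 3 SD, cutoff fixed separately per campaign, cut at about 7.5% in these data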;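 note: 0% = DMSO wells and 100% = 10 µM SAHA wells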
hcDAF12 agonist = activators of H. contortus DAF-12 nuclear receptor; HEK293 hcDAF-12 lit1-tk-luc reporter, luminescence; 0% DMSO, 100% Δ7-dafachronic acid; activation, % at 6.8 µM; 1.4% of 370,000 active; AID 652067;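 active = activation above the mean of all tested compounds plus 3 SD, cut at about 5.5% in these data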;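 note: 100% = response to 3 µM Δ7-dafachronic acid high control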
hgDAF-12 ag = agonists of H. glycines DAF-12 nuclear receptor; 1.8% of 370,000 active; activation, % at 6.8 µM; HEK293 GAL4-hgDAF12 UAS-luciferase reporter, agonist luminescence; normalized to butyrate control;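 active = activation above a cutoff set at the mean of all screened compounds plus 3 SD, cut at about 10% in these data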;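 note: 0% = DMSO wells and 100% = sodium butyrate wells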
ADAM10 inh = inhibitors of human ADAM10. recombinant ADAM10, EDANS/DABCYL FRET peptide cleavage, 3 h. inhibition, % at 7 µM. AID 720582. O14672. 0.62% of 370,000 active;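 active = inhibition above a per-campaign cutoff equal to the mean of compounds falling between control-based bounds plus 3 SD, cut at about 20% in these data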;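 note: 0% = DMSO wells while the 100% control is not disclosed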
PLC-gamma1 inh = blocks human PLC-gamma1 enzyme activity. P19174. purified PLC-gamma1, fluorogenic substrate, fluorescence. inhibition, % at 12.2 µM. 0.84% of 370,000 active. AID 720700; in the data active = inhibition above about 9.5%
* marks the source's active call; other numbers are inactive results; / = no result given.

SMILES | DAX1 inh-1 | ADAM17 inh | PLC-beta3 inh | HGIII-sPLA2 inh | DAX1 inh-2 | ssDAF-12 act | GAA850 FXN act | hcDAF12 agonist | hgDAF-12 ag | ADAM10 inh | PLC-gamma1 inh
O=C(O)c1nccnc1C(=O)Nc1ccc(Oc2c(Cl)cccc2Cl)nc1 | 0.3 | -1.5 | 2.7 | -1.4 | / | -1.0 | 2.7 | 1.2 | -0.4 | 6.2 | 6.0
COc1ccccc1NC(=O)Cn1nnc(-c2ccccc2NC(=O)c2cnccn2)n1 | -0.3 | -0.2 | 2.6 | -1.6 | -1.7 | -1.2 | 0.2 | 0.0 | -3.4 | 2.5 | 3.4
Cc1ccc(S(=O)(=O)N/N=C\c2ccc(C)o2)cc1 | -0.3 | -6.6 | -6.4 | -5.1 | 0.3 | -1.6 | 1.8 | -1.2 | -0.7 | -3.4 | -4.1
O=C(O)c1cc(S(=O)(=O)Nc2cccc(Oc3ccccc3)c2)ccc1Br | -0.3 | 0.7 | -6.2 | -14.6 | -0.1 | -0.4 | 0.0 | 2.2 | -2.0 | -6.1 | 0.1
CC(C)Cn1cnc2c1c(=O)n(CC(O)c1ccccc1)c(=O)n2CC(C)C (centres undefined) | -0.4 | 2.3 | 8.6 | 2.8 | -1.4 | -0.7 | -1.9 | -1.3 | 1.8 | 7.4 | 16.4*
COc1ccc(/C=N/NC(=S)Nc2cc(C(F)(F)F)ccc2Cl)cc1 | -0.1 | 0.1 | -6.3 | 0.7 | / | -0.9 | 1.8 | 1.1 | 2.0 | 6.8 | 2.7
O=c1c2ccccc2nc(COc2ccccc2)n1/N=C/c1ccc(O)cc1O | 0.1 | -4.0 | -18.7 | 13.1 | -2.0 | -1.6 | -2.9 | -2.7 | 0.2 | -15.0 | -8.8
CCCN1C(=O)C(NS(=O)(=O)c2ccc(N)cc2)(C(F)(F)F)C(C(=O)OC)=C1C (centres undefined) | -1.2 | -1.4 | 0.8 | 0.1 | 0.2 | -0.8 | 0.7 | -1.4 | 1.3 | 4.5 | -0.2
COc1cccc(/C(O)=C/c2nc3ccc(C(=O)NCCc4cccc(C)c4)cc3[nH]c2=O)c1 | 0.5 | -19.2 | -44.7 | -9.2 | 0.0 | 1.1* | 3.2 | 0.8 | 2.6 | -74.5 | -31.6
CSC1=C(C#N)C(c2ccc3c(c2)OCO3)C2=C(CCCC2=O)N1 (centres undefined) | 0.1 | -4.3 | -12.9 | -3.4 | 0.2 | -1.2 | -2.6 | -1.9 | 0.8 | -1.9 | -10.1
O=C(CSCc1cc(=O)n2nc(C3CC3)sc2n1)Nc1ccc(F)cc1 | 0.0 | -0.8 | -4.4 | 0.2 | 0.8 | -0.8 | -0.3 | -1.3 | -0.9 | -5.3 | -1.9
Cc1cc(C)n(CC(=O)N2CCCC(N3CCN(c4ccc(F)cc4)CC3)C2)n1 (centres undefined) | 0.8 | -2.8 | -4.6 | -0.6 | -0.2 | -0.9 | 3.1 | -0.1 | 0.8 | -4.0 | -0.3
COc1cccc(C(=O)NCCSc2ccc(C)cc2)c1 | -0.5 | -1.4 | -1.2 | 4.0 | -0.5 | -0.9 | 3.1 | -1.2 | -0.8 | -5.2 | 0.7
Cc1cc(C)n(CCN(C)c2nc3nonc3nc2N2CCCCC2)n1 | 1.0 | -2.4 | 0.3 | 0.8 | -1.0 | -1.4 | 0.2 | 1.1 | 1.7 | -8.9 | 0.4
CC(C)(C)NCc1ccc(OCc2cccs2)cc1 | 0.1 | 1.2 | -6.2 | 0.0 | 0.4 | -1.4 | 1.1 | 0.1 | 1.9 | 0.3 | 0.0
CC(C(=O)NCCS(=O)(=O)c1ccc(Cl)cc1)S(=O)(=O)c1ccc(Cl)cc1 (centres undefined) | -0.2 | -3.2 | -1.4 | -9.8 | 0.6 | -1.4 | 1.0 | -0.3 | -1.5 | 2.1 | -0.5
O=C(C[n+]1ccsc1)c1ccccc1 | -0.1 | -0.2 | 2.9 | -5.2 | 1.6 | -1.6 | 1.2 | -0.1 | -0.4 | 5.4 | -0.5
CCCCn1c(N)c(N(Cc2ccccc2OC)C(=O)c2ccc([N+](=O)[O-])s2)c(=O)[nH]c1=O | -1.3 | 1.4 | -6.8 | -8.7 | 0.7 | -1.4 | 1.8 | 0.0 | -5.3 | 1.9 | -3.9
Cc1ccccc1NC(=O)C1CCCN(S(=O)(=O)c2ccc3c(c2)C(C)(C)C(=O)N3C)C1 (centres undefined) | 0.1 | -0.8 | -3.5 | 5.8 | 1.5 | -1.6 | -1.9 | -1.4 | -1.0 | -14.1 | -1.2
O=C(Nc1cccc(Cl)c1)c1cncn1-c1ccc(F)cc1 | -0.1 | 1.2 | -5.6 | -6.2 | -0.2 | -1.0 | -0.4 | -1.3 | 1.3 | -4.3 | -2.8
C#CCN1C(=O)S/C(=C/C=C/c2ccc(N(C)C)cc2)C1=O | 2.0 | -1.4 | -28.4 | -2.2 | 2.8 | -0.1 | 4.1 | 4.3 | 12.7* | 5.0 | -24.4
COC(=O)c1cc2c(C)cc3ccc(C)cn3c-2c1C(=O)OC | 1.2 | -19.5 | -96.1 | -7.3 | -0.9 | -0.9 | -2.6 | -0.8 | -1.2 | -43.7 | -74.5
CCC1CCc2sc(C(=O)N3CCN(c4ccccn4)CC3)cc2C1 (centres undefined) | 0.0 | -7.5 | -10.1 | -3.8 | 0.5 | -0.9 | 0.5 | -0.4 | 0.5 | -2.2 | -1.5
CC(C)(C)c1ccc(-c2nnc(SCCC#N)n2C2CCCC2)cc1 | -2.2 | 2.0 | -6.0 | -5.2 | -2.0 | -1.4 | -0.5 | -2.5 | -1.8 | 12.3 | -5.0
O=C(c1cccc(S(=O)(=O)N2CCOCC2)c1)N1CCOCC1 | 0.4 | 5.6 | 7.5 | 0.2 | -0.4 | -1.6 | 0.1 | 0.9 | -0.6 | 8.7 | 6.2
CCCOc1ccc(C(=O)NCC(c2cccs2)N(C)C)cc1 (centres undefined) | 0.4 | 0.8 | -1.6 | 6.6 | -0.2 | 0.2 | 2.1 | 3.2 | -2.2 | -11.8 | 2.0
COc1cccc2cc(C(=O)N3CCN(c4ccccc4F)CC3)c(=O)oc12 | -0.3 | -0.6 | -15.9 | 1.9 | 0.7 | -1.4 | -1.2 | -0.6 | -0.2 | -4.5 | -10.0
Cn1c(Cc2cccs2)nnc1SCC(=O)N1CCc2ccccc21 | 0.7 | 3.8 | 2.0 | 6.7 | -0.2 | -0.5 | 0.3 | -0.9 | 2.6 | 5.4 | 7.8
Cc1nn(Cc2cccc3ccccc23)c(C)c1NC(=O)c1cccnc1 | 0.0 | -0.7 | 2.8 | -3.1 | -1.5 | -0.8 | 2.7 | -0.5 | -6.5 | 1.4 | -0.8
CCOc1ccc(C(C)NC(=O)CCC(=O)O)cc1 (centres undefined) | 0.6 | 0.0 | 1.8 | 5.4 | -0.1 | -0.9 | -2.5 | -1.1 | -0.3 | -6.2 | 2.1
COC(=O)c1cc(Br)cn1S(=O)(=O)c1ccccc1 | 0.3 | -3.8 | -7.6 | 8.9 | 1.4 | -1.4 | 2.4 | -1.7 | -2.2 | 4.8 | 1.3
CC(=O)c1ccc(-c2nc3c4ccccc4ccn3c2C(C)=O)o1 | -0.6 | -24.1 | -131.3 | -1.8 | -0.5 | -1.6 | -10.4 | 1.1 | -3.9 | -64.1 | -91.4
CC(C)CCOc1ccc(C(=O)NCC(c2cccs2)N2CCOCC2)cc1 (centres undefined) | -0.6 | -2.4 | -4.8 | 0.6 | -0.8 | -0.8 | 0.1 | -0.1 | 0.1 | -13.5 | 0.3
CC(C)N1CCCCC(NC(=O)c2ccc(Br)cc2)C1=O (centres undefined) | 0.1 | -6.0 | 1.2 | 6.3 | / | -1.2 | / | -3.4 | 0.4 | -0.7 | 0.4
Cc1cc(NS(=O)(=O)c2ccc(C3CCCCC3)cc2)no1 | 0.2 | -7.8 | -4.1 | -15.1 | -0.2 | -1.4 | 0.0 | -1.1 | 0.6 | 0.4 | -0.8
O=[N+]([O-])c1ccc(Cl)c(/C=N/N2CCN(Cc3ccc(Cl)cc3)CC2)c1 | -0.9 | -0.2 | 2.1 | 3.2 | 0.5 | -0.9 | 1.4 | -1.7 | 2.3 | -0.2 | -1.8
CCCS(=O)(=O)NC(=O)C1(C)CCN(C(=O)c2cc(C(C)(C)C)nn2C)C1 (centres undefined) | -0.1 | -5.4 | 1.9 | 2.3 | / | -0.8 | -0.4 | 1.7 | 0.4 | -7.2 | -1.0
CCOc1ccccc1NC(=O)C1CCN(S(C)(=O)=O)CC1 | 0.1 | -0.4 | -5.5 | 4.7 | 0.7 | -0.4 | 0.1 | -0.8 | 2.6 | 9.2 | 0.1
O=S(=O)(c1ccc(Cl)cc1)N1CCN(c2nc(C(F)(F)F)nc3ccccc23)CC1 | 1.5 | 0.5 | -2.1 | -8.1 | 1.2 | -0.7 | 0.5 | 0.2 | 0.7 | 11.0 | -6.2
OCCNc1nc(NCCC2=CCCCC2)nc(N2CCOCC2)n1 | -0.7 | 0.0 | 1.6 | 1.7 | 0.4 | -1.6 | -2.0 | -2.5 | -1.7 | 4.4 | 1.2

In another format: two of the compounds above
Under each structure: DAX1 inh-1 | ADAM17 inh | PLC-beta3 inh | HGIII-sPLA2 inh | DAX1 inh-2 | ssDAF-12 act | GAA850 FXN act | hcDAF12 agonist | hgDAF-12 ag | ADAM10 inh | PLC-gamma1 inh
O=S(=O)(c1ccc(Cl)cc1)N1CCN(c2nc(C(F)(F)F)nc3ccccc23)CC1
    1.5 | 0.5 | -2.1 | -8.1 | 1.2 | -0.7 | 0.5 | 0.2 | 0.7 | 11.0 | -6.2
OCCNc1nc(NCCC2=CCCCC2)nc(N2CCOCC2)n1
    -0.7 | 0.0 | 1.6 | 1.7 | 0.4 | -1.6 | -2.0 | -2.5 | -1.7 | 4.4 | 1.2

More results.
SMILES | DAX1 inh-1 | ADAM17 inh | PLC-beta3 inh | HGIII-sPLA2 inh | DAX1 inh-2 | ssDAF-12 act | GAA850 FXN act | hcDAF12 agonist | hgDAF-12 ag | ADAM10 inh | PLC-gamma1 inh
O=C(O)c1ccccc1Nc1ccccc1C(=O)O | -0.1 | -3.5 | -3.3 | 1.4 | -0.5 | -1.0 | 0.0 | -1.8 | 0.5 | 7.6 | -2.0
O=C(O)c1ccc(-n2nnc3ccccc32)c([N+](=O)[O-])c1 | -0.2 | 0.1 | -6.7 | -0.7 | -0.1 | -1.4 | -0.4 | -0.8 | 0.4 | 0.3 | 2.3
CC1=C(C(=O)OCC2CCCO2)C(c2ccncc2)C2=C(CC(C)(C)CC2=O)N1 (centres undefined) | -0.5 | -163.3 | -356.9 | -4.0 | 2.5 | -0.9 | 0.9 | 0.9 | -2.1 | -486.9 | -294.9
COc1ccc(OC)c(S(=O)(=O)NC2CC2)c1 | -0.1 | -9.0 | -3.3 | 13.3 | 0.7 | -0.7 | 0.1 | -0.4 | 0.8 | -3.7 | -2.1
O=[N+]([O-])c1cc(S(=O)(=O)Nc2ccccc2)ccc1N1CCN(c2ccccc2)CC1 | -1.0 | 11.1* | 0.9 | -25.5 | -1.2 | -1.6 | 1.4 | -0.7 | -4.0 | 24.0* | 6.1
N#CC(=Cc1cccs1)c1nc(-c2ccc(Cl)cc2)cs1 | 1.4 | -2.8 | 1.2 | -7.3 | 1.2 | -1.2 | 1.4 | 0.8 | -0.6 | -1.1 | 0.6
